Assay outcomes from PubChem BioAssay.
PI5P4K alpha inh: blocks human PI5P4K alpha kinase activity; P48426; PI5P4Kalpha enzyme, ADP-Glo luminescence, 60 min; hits give low values; max response, %; 1.2% of 330,000 active; AID 652105; active = max response of -50% or lower; inconclusive = between -30% and -50%; inactive = -30% or higher; also: value at the top dose of about 77 µM; % is scaled to controls: 0 for no effect and ±100 for the full control effect
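PI5P4Kalpha ADP-Glo assay; 5 microM ATP final; 60 min RT reaction; HEPES pH 7.4/EGTA/CHAPS, 5% DMSO; controls lacking substrate or enzyme; luminescent end-point.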
GLP1R inv ag: GLP-1 receptor (human) inverse agonism | 1.6% of 410,000 active | Potency, µM (doses to about 38.3 µM), without a hit: at the top dose activity change, negative = inhibition, most hits filed as inhibitors | HEK293 GLP-1R CRE-luciferase, luminescence, 24 h; GLP-1R form is constitutively active | P43220; also: potency is read from the fitted curve at half-maximal effect; % is scaled to controls: 0 for no effect and ±100 for the full control effect; nearly all actives have a fitted effect of over 55% in size
Target sequence (P43220 whole entry, looked up): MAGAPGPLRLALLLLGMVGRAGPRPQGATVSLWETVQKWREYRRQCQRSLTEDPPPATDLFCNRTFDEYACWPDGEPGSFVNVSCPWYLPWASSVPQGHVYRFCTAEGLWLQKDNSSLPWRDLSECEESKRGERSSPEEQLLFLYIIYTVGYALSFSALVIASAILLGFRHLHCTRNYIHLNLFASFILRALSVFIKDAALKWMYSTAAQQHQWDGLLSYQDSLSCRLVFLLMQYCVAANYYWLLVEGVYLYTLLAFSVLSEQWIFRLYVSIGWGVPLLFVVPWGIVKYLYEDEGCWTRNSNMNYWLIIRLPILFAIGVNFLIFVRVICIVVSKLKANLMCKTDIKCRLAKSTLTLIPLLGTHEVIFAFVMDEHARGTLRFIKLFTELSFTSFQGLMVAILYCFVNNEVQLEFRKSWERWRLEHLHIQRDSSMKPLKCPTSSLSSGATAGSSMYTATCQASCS
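Readout was luciferase luminescence, measured 12 min after detection reagent at room temperature. Beforehand, GLP-1R reporter HEK293 cells had sat 12 h, then received compounds for 24 hr at 37 deg C.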
PLK1 PBD block: blocks phosphopeptide binding to human PLK1 polo-box domain; Plk1 PBD binding of FITC phosphopeptide, fluorescence polarization; Potency, µM, for inactives: max response, negative = inhibition, usual class: inhibitors; 2.8% of 360,000 active; P53350; also: potency is read from the fitted curve at half-maximal effect; series mostly up to about 57 µM; % is scaled to controls: 0 for no effect and ±100 for the full control effect; nearly all actives have a fitted effect of over 65% in size
Target sequence (P53350 whole entry, looked up, the tested form may be a part): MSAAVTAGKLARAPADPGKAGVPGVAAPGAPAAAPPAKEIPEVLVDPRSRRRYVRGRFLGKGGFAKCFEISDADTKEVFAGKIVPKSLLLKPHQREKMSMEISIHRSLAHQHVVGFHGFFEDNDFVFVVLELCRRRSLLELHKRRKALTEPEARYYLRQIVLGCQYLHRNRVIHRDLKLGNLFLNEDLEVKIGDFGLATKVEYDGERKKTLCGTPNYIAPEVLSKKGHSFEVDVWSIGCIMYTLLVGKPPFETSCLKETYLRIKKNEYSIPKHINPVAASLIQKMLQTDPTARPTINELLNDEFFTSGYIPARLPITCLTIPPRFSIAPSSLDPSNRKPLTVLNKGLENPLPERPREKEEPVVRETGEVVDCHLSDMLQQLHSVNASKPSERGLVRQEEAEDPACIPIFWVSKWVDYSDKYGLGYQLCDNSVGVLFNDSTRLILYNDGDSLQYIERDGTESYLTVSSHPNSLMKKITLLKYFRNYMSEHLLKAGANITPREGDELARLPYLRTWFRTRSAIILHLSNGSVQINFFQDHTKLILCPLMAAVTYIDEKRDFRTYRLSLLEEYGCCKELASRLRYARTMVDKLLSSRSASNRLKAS
IL2 activator: IL-2 activation; IL-2 activation reporter assay, cell-based qHTS; stimulated with anti-CD3/CD4/CD28 beads; in transgenic mouse T cells; AID 652025; activation, % (series mostly up to about 46 µM); 0.065% of 360,000 active; in the data active = activation above about 50%; inconclusive = mostly about 30% to 49%; also: 0% is about no effect
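First, unstimulated transgenic mouse T cells were exposed to compound for 60 min. Next, anti-CD3/anti-CD4-coated beads with anti-CD28 were added. Finally, after 18 h at 37 degrees C, EGFP and DsRed were imaged.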
PTHR1 agonist: agonists of human PTHR1 parathyroid hormone receptor | Q03431 | HEK293 GP2 PTHR1 cells, GloSensor cAMP luminescence, 1 h | Potency, µM (series often up to 115 µM), for inactives: at the highest dose activation, usual class: activators | 0.075% of 410,000 active | AID 743266; also: potency is read from the fitted curve at half-maximal effect; nearly all actives have a fitted effect of over 55% in size; some results filed as inactive show a strong effect at the top dose; inactives centre near -15; many of its hits are not listed in these tables
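HEK-293-derived GP2 cells expressing PTHR1 and a GloSensor cAMP reporter, 3,000/well, plated overnight, given luciferin plus IBMX (each 0.5 mM as added) for 1 h at 37 °C, then compound for 1 h at 37 °C. Luminescence was read after 15 min at room temperature.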
HEK293 tox: cytotoxicity in counter-screen for GLP-1R inverse agonists; HEK293 cAMP-luciferase reporter cells, luminescence, 24 h; Potency, µM (top dose mostly 38.3 µM), without a hit: at the top dose activity change, negative = inhibition, hits mostly inhibitors; 0.13% of 410,000 active; AID 624418;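 also: loss of luciferase light is scored as toxicity; potency is read from the fitted curve at half-maximal effect; % is scaled to controls: 0 for no effect and ±100 for the full control effect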
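Step one: seed cells (200 cells/uL, DMEM with 10% Nu serum, 1% pen-strep). Step two: 12-hour incubation at 37 deg C. Step three: pin 23 nL compound, incubate 24 hr. Step four: add luciferase reagent, read luminescence 12 min later.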
EPAC1 antagonist: EPAC1 (human) antagonism | O95398 | EPAC1 GEF assay, Rap1b-BODIPY-GDP exchange fluorescence | Potency, µM (doses to about 115 µM), inactives show top-dose activity change, negative = inhibition, usual class: inhibitors | 0.14% of 360,000 active | AID 720709;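 also: potency is read from the fitted curve at half-maximal effect; plate controls were vehicle for no effect and positive control for full effect; nearly all actives have a fitted effect of over 50% in size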
EPAC1 agonist: activates human EPAC1 exchange factor; EPAC1 agonist qHTS, biochemical assay; response scale: 100% = response to 6.5 mM cAMP; Potency, µM (highest dose often 154 µM), for inactives: at the top dose activation, hits mostly activators; 0.073% of 360,000 active; O95398; AID 720707; also: potency is read from the fitted curve at half-maximal effect; nearly all actives have a fitted effect of over 60% in size
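Normalized to 6.5 mM cAMP, activity reflects EPAC1-catalysed release of BODIPY-GDP from Rap1B, followed kinetically over 30 min at 480 nm excitation, 540 nm emission. Reaction contained 100 nM EPAC1, 250 nM Rap1B-BODIPY-GDP, 50 uM GDP.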
GLP1R ag: GLP-1 receptor (human) agonism; P43220; HEK293 GLP-1R CRE-luciferase, luminescence, 4-6 h; cells express a hypersensitive GLP-1R form; Potency, µM (highest dose often 45.6 µM), inactives show at the highest dose activation, hits mostly activators; 0.007% of 380,000 active; AID 624172; also: potency is read from the fitted curve at half-maximal effect; % of control where 0% means no effect
* = called active by the depositor; i = inactive; ? = inconclusive; nt = not tested or not shown; [ ] = dose if it differs, or a comment. Unless noted, calls follow the shape of the dose curve; as a rule, active = well fitted curve in the direction sought with a large enough effect; inconclusive = small, poorly fitted or top-dose-only effect, or another doubt; inactive = no such curve, though single readings can be large; an effect the other way counts as inactive or inconclusive. Not all compounds are listed. The share of hits here may be higher or lower than overall.

SMILES	PI5P4K alpha inh	GLP1R inv ag	PLK1 PBD block	IL2 activator	PTHR1 agonist	HEK293 tox	EPAC1 antagonist	EPAC1 agonist	GLP1R ag
O=C(Nc1cccc(-n2cnnn2)c1)c1ccc(Cl)cc1Cl	-9	15%	30µM*	-4.5	-7%	-9%	5%	-4%	13%
Cc1ccc(C)c(OCCC(=O)NCCc2ccc(F)cc2)c1	-2	?	2%	1.1	i	4%	0%	-22%	6%
COCC(=O)N(c1ccccc1)C(C)C(=O)OC (stereo not given)	0	0%	-14%	0.2	i	2%	3%	-5%	-3%
Cn1c(CSCc2ccccc2Cl)nnc1SCC(=O)Nc1nccs1	-4	?	-3%	-0.6	-19%	10%	-8%	-2%	13%
CC(=O)Nc1cccc(NC(=O)CCN2C(=O)c3ccccc3S2(=O)=O)c1	5	3%	-1%	-5.4	-22%	4%	-4%	-1%	3%
COc1cccc(CNC(=O)CSc2ncc(S(=O)(=O)c3ccc(C)c(Cl)c3)c(=O)[nH]2)c1	nt	-7%	nt	nt	-2%	4%	nt	nt	-9%
Cc1ccc(C(=O)Nc2ccccc2-c2ccccc2)cc1S(=O)(=O)Nc1ccccc1	14	?	4%	-0.6	i	?	-13%	3%	-3%
O=C(Nc1ccc(F)cc1)C1CCN(c2ncnc3c2nc2n3CCCCC2)CC1	-3	7%	2%	-0.9	-30%[inhibitor]	6%	-8%	-16%	-4%
Cn1c(N)c(S(=O)(=O)NCc2ccc(F)cc2)c(=O)n(C)c1=O	-9	13%	2%	-0.8	-5%	13%	-4%	11%	-11%
O=C(NCc1cccs1)c1cccnc1Cl	2	9%	-4%	0.6	-10%	1%[1.53 µM]	15%	4%	7%
CCC1CCCCN1CCN1C(=O)C2C(C(=O)Nc3cccc(OC)c3)C3C=CC2(O3)C1C(=O)NC1CCCCC1 (stereo not given)	-2	?	-5%	0.2	i	-2%	8%	2%	8%
CCN(CC)C(=O)CN(c1cccc([N+](=O)[O-])c1)S(=O)(=O)c1ccccc1	-27	-14%	-11%	-0.7	21%	-7%	-13%	-21%	2%
Cc1cc(S(=O)(=O)Nc2ccccc2C)ccc1F	-2	?	-25%	-0.5	-7%[57.5 µM]	-7%	1%	0%	-1%
CN=C(Nc1cccc(Cl)c1)SC1CC(=O)N(c2ccc(OC)cc2)C1=O (stereo not given)	-8	-18%[7.66 µM]	?	-0.5	-3%	1%[7.66 µM]	-10%	-11%	7%
Cc1ccc(N2C(=S)N=C(Nc3ccccc3C)C23CCOC(C)(C)C3)cc1 (stereo not given)	nt	19%	1%	-2.1	-34%[inhibitor]	-2%	11%	-8%	0%
Fc1ccc(CSc2nnc(-c3cc4c(s3)-c3ccccc3CC4)o2)cc1	15	-14%	-1%	-2.7	-23%	2%	4%	-6%	-2%
CC(C)NC(=O)C1COc2ccccc2O1 (stereo not given)	0	4%	-12%	-3.4	i	-20%	12%	-1%	-1%
CCN(CCO)C(=O)CC(c1ccccc1)c1cc(Br)ccc1O (stereo not given)	-3	?	-3%	-0.1	-11%	-3%	4%	-7%	-12%
Cc1ccc(C(=O)c2c3ccc([N+](=O)[O-])cc3[n+]([O-])n2CCCC(N)=O)cc1	8	17%	-4%	-0.8	i	10%	-7%	-22%	9%
COc1ccc(-c2cc(C(=O)NCc3ccco3)c3ccccc3n2)c(OC)c1	-25	12%	-10%	-1.6	-15%	1%	-16%	-6%	10%
Cc1cccc(CSc2nnnn2-c2ccccc2)c1	12	-66%	-11%	0.9	2%[57.5 µM]	10%	-16%	8%	27%
CCOC(=O)N1CCN(C(=O)COC(=O)c2ccc([N+](=O)[O-])cc2Cl)CC1	-6	32%[activator]	-4%	-1.5	-18%	-6%	0%	-3%	6%
CC(NS(=O)(=O)c1ccccc1Cl)C1CC2CCC1C2 (stereo not given)	5	?	?	0.2	-31%[inhibitor]	32%[activator]	-3%	5%	10%
COc1ccc2cc3[n+](cc2c1O)CCc1cc2c(cc1-3)OCO2	?	10%	?	-0.7	-23%	-11%	?	0%	-5%
O=C(CSc1nnc(-c2ccco2)o1)NC(=O)C1COc2ccccc2O1 (stereo not given)	0	-13%	-14%	0.9	i	8%	-15%	-8%	2%
CCOC(=O)C1(CCc2ccccc2)CCN(C(=O)c2occc2C)CC1	0	?	-28%	-5.6	-16%	-11%	6%	2%	17%
Cc1sc2nc(SCC(=O)N(C)C)[nH]c(=O)c2c1C	7	3%	-6%	1.0	i	4%	5%	9%	-8%
O=C(NC1CC1)C1CCN(C2CCN(C(=O)Cc3ccc4c(c3)OCO4)CC2)CC1	4	43%[activator]	-9%	-1.0	i	-6%	-3%	-2%	11%
Cc1ccc2oc(C(=O)Nc3nnc(C)s3)c(C)c2c1	-4	23%	-6%	-1.5	-21%	9%	-8%	6%	0%
O=C(NCC(O)c1ccccc1)c1ccc(Cl)c(S(=O)(=O)N2CCCCC2)c1 (stereo not given)	1	?	-5%	-1.5	-26%	-13%	-25%	5%	2%
Cc1ccc(F)c(S(=O)(=O)NC(=O)C2(C)CCN2C(=O)COc2ccc(Cl)cc2)c1 (stereo not given)	3	14%	-1%	-0.1	-21%	-7%	6%	-5%	-2%
S=C(NCCc1ccccc1)N1CCN(Cc2ccc(Cl)c(Cl)c2)CC1	8	12%	-9%	-3.0	-45%[inhibitor]	-8%	-28%	-11%	0%
O=C1NC(=O)C2(COC(c3ccncc3)OC2)S1 (stereo not given)	0	9%	-7%	0.0	i	2%	-5%	8%	-1%
COc1cc(/C=N/NC(=O)C2C3CCCCC32C)cc(Br)c1O (stereo not given)	5	16%	0%	-0.2	-12%	2%[1.53 µM]	27%	-6%	9%
CCOC(=O)c1cnc2c(Cl)cc(Cl)cc2c1NCCCN1CCOCC1	1	19%	13µM*	1.2	-2%	2%	-28%	-4%	1%
CCn1cc(C(=O)N[C@@H](CCSC)C(=O)NCCOC)c(=O)c2cc3c(cc21)OCO3	-10	23%	2%	-0.3	-3%	0%	1%	-9%	25%
CCOC(=O)C1(CCOc2ccccc2)CCN(Cc2ccc(C#CCCO)cc2)CC1	9	7.9µM*	3%	0.0	-27%	-11%	-9%	-10%	1%
Cc1ccc(C(=O)OCC(=O)NCCc2ccc(S(N)(=O)=O)cc2)o1	-12	9%	-9%	-3.0	i	-2%	6%	7%	-9%
CCC(Oc1nc2ccccc2nc1-c1ccccc1NC(C)=O)C(=O)c1ccccc1 (stereo not given)	nt	10%	-3%	-1.0	i	0%	-15%	21%	12%
O=C(O)C1CCCCC1C(=O)NCCC(c1ccccc1)c1ccccc1 (stereo not given)	0	0%	-5%	-1.3	-10%	-1%	7%	6%	-1%
COc1ccc2[nH]c(=O)c(CN(CC3CCCO3)C(=S)Nc3cccc(C)c3)cc2c1 (stereo not given)	6	22%	1%	-0.8	i	1%	7%	-3%	10%
COc1ccc(CCNC(=O)c2ccc(CS(=O)(=O)c3ccc(Cl)cc3)o2)cc1OC	nt	0%	-7%	-3.0	-16%[57.5 µM]	2%	6%	5%	-20%
O=C(NCc1ccco1)Nc1ccc(Br)cc1	3	-19%	1%	-0.6	-25%[57.5 µM]	5%	-15%	4%	0%
CCOc1ccccc1C(=O)N[C@H](C(=O)Nc1nc2c(s1)CCCC2)C(C)C	-6	10µM*	-7%	-2.5	i	?	?	-8%	21%
O=C(CN1CCCCCCC1)N/N=C/c1ccc([N+](=O)[O-])o1	0	7%	-25%	-3.4	i	-22%	-6%	3%	0%
CC(=O)OCc1cc(-c2nn(C)c(=O)c3ccccc23)ccc1C	-7	13%	-6%	0.7	-18%	2%	-7%	0%	13%
COc1ccccc1N1CCN(C(=O)CCC(=O)N2CCN(c3ccc(F)cc3)CC2)CC1	-3	-5%	1%	-0.4	-27%	3%	8%	4%	-7%
Cc1ccc(C2=Nc3ccccc3N=C(c3ccco3)C2)c(O)c1	-7	2%	-6%	0.7	i	1%	8%	0%	0%

As a short view, some entries already given:
SMILES	PI5P4K alpha inh	GLP1R inv ag	PLK1 PBD block	IL2 activator	PTHR1 agonist	HEK293 tox	EPAC1 antagonist	EPAC1 agonist	GLP1R ag
CCC(Oc1nc2ccccc2nc1-c1ccccc1NC(C)=O)C(=O)c1ccccc1 (stereo not given)	nt	10%	-3%	-1.0	i	0%	-15%	21%	12%
O=C(O)C1CCCCC1C(=O)NCCC(c1ccccc1)c1ccccc1 (stereo not given)	0	0%	-5%	-1.3	-10%	-1%	7%	6%	-1%

Going on with the list.
SMILES	PI5P4K alpha inh	GLP1R inv ag	PLK1 PBD block	IL2 activator	PTHR1 agonist	HEK293 tox	EPAC1 antagonist	EPAC1 agonist	GLP1R ag
Cc1ccccc1OCc1nc(-c2ccc(Br)o2)no1	1	?	1%	-2.4	-23%	3%	2%	-18%	10%
COc1ccccc1NC(=O)CCc1nc(-c2cccs2)no1	-7	-13%	-1%	6.7	-2%	-1%	-8%	5%	1%
CCOC(=O)CSc1nnc(-c2ccoc2C)n1-c1ccc(OCC)cc1	2	?	-14%	-3.3	i	3%	-1%	8%	4%
Cc1ccc(N(CCC#N)C(=O)COC(=O)C2CCN(S(=O)(=O)c3ccc(C)c(C)c3)CC2)cc1	-1	-16%	7%	-5.4	-16%	-9%	-14%	-1%	13%
COc1ccc(CSc2nnc(Cc3sc(-c4ccccc4)nc3-c3ccccc3)o2)cc1	10	10µM*	0%	-2.3	-5%[57.5 µM]	-4%	3%	-5%	1%
COc1cccc(OCCSc2nc(N)cc(N)n2)c1	2	31%[activator]	-9%	0.7	-26%	3%	-7%	3%	8%
O=C(Nc1nccs1)c1ccc(Br)s1	10	6%	-9%	0.4	0%	0%	2%	3%	5%
COCCn1c(SCC(=O)Nc2cc(Cl)ccc2OC)nc2c([nH]c3ccccc32)c1=O	nt	6%	nt	nt	i	0%	nt	nt	4%
C=CCN(C(=O)c1ccccc1)C1CCS(=O)(=O)C1 (stereo not given)	1	14%	-12%	0.1	i	14%	-6%	3%	8%
